Screens as filed in PubChem BioAssay.
KCNQ1 inh: human KCNQ1 channel inhibition; CHO-K1 KCNQ1, FluxOR thallium flux fluorescence; hits give high values; B-score at 10 µM; AID 2642; 310,000 compounds, 1.3% hits;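 active means compounds whose thallium flux B-score, printed positive for inhibition, exceeds three library SD while starting fluorescence stays within three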;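 further: channel opened by potassium depolarization with thallium stimulus after 20 min compound exposure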
Target sequence (P51787 whole entry, looked up): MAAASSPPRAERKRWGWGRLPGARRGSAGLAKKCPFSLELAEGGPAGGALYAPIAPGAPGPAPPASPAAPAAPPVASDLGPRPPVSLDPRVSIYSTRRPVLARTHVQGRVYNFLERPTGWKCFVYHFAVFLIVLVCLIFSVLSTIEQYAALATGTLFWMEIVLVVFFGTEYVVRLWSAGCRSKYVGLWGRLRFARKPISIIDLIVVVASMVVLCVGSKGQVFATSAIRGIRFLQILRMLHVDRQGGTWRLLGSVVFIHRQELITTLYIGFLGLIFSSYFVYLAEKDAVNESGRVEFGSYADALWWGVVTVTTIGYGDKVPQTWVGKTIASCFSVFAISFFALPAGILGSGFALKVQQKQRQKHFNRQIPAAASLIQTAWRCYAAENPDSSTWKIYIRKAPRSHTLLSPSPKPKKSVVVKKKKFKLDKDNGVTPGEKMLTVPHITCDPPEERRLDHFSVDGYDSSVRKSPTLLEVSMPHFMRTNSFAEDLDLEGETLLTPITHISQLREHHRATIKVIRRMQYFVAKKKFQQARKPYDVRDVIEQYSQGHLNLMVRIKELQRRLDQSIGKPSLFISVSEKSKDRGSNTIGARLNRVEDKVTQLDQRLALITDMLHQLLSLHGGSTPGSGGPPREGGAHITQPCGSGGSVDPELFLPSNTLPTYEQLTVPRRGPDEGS
TRPC4 potent: TRPC4 (mouse) allosteric potentiation; Q9QUQ5; HEK293 TRPC4beta/mu-opioid, DAMGO EC20, Fluo-4 Ca2+ flux; hits give high values; B-score at 10 µM; 310,000 compounds, 0.42% hits; AID 2227;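 active means B-score of calcium response area above 5 SD of library B-scores, with initial fluorescence ratio within 5 SD of library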;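 further: B-score of integrated fluorescence ratio over time as area under calcium response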
TRPC4 agonist: activators of mouse TRPC4 channel. Q9QUQ5. HEK293 TRPC4beta/mu-opioid, Fluo4 calcium fluorescence; hits give high values. B-score at 10 µM. 310,000 compounds, 0.49% hits;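 active means B-score above 5 SD of library B-scores, and initial fluorescence ratio not above library mean plus 5 SD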;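 further: positive B-score marks a calcium rise read as TRPC4 activation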
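Assay system: HEK293 stable line with TRPC4beta plus mu-opioid receptor. Times: dye 45 min RT, read 110 s. Measured by: kinetic Fluo4 calcium fluorescence. Measure: B score of integrated ratio. Controls: assay buffer as low control, maximal DAMGO as high control.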
PolyA inhibitor: blocks polyadenylation in yeast reporter cells; 300,000 compounds, 0.02% hits; S. cerevisiae SKY197-pL101 polyadenylation reporter, beta-gal luminescence; efflux-impaired pdr1/pdr3 knockout yeast; score 100 = 6 SD above DMSO; calls only at 12 µM; AID 1875;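 active means lowest replicate activity score at least 50, where 100 means six control SD above control mean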;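 further: yeast exposed to compound for 9 h at 30 °C; higher score means more reporter readthrough which indicates perturbed polyadenylation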
DYRK1A inh: blocks rat Dyrk1A kinase activity | Q63470 | ADP-Glo luminescence, NFATc1 peptide | inhibition, % at 12.5 µM | 310,000 compounds, 0.43% hits | AID 504441; in the data active means inhibition above about 50%;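 further: plate controls were vehicle with enzyme for no effect and no enzyme for full effect; many of its hits are not listed in these tables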
Platelet DG rel: platelet dense granule release activity. human platelet-rich plasma, SFLLRN dense granule ATP release, luminescence. inhibition, %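 (compounds screened at 7.5 µM in platelet-rich plasma)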. 300,000 compounds, 0.22% hits;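 active means mean replicate score, as percent of positive control, at or above 50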
TRPC4 inh: TRPC4 (mouse) channel inhibition; AID 2247; Q9QUQ5; HEK293 TRPC4beta/mu-opioid, DAMGO-evoked Fluo4 calcium flux; hits give low values; 300,000 compounds, 0.39% hits; B-score at 10 µM;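 active means B-score over 3 SD under the library average, no early fluorescence shift, positive overall ratio signal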
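Material: HEK293 cells with stable TRPC4beta plus mu-opioid receptor expression; probe or stimulus: DAMGO in two steps, submaximal then maximal; technique: Fluo4 calcium fluorescence by kinetic imaging, 5 s 1 Hz baseline; measure: integrated fluorescence ratio relative to baseline, converted to per-well B score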
KCNK3 inh: human KCNK3 channel inhibition, primary screen | O14649 | CHO-KCNK3 thallium flux, FluxOR fluorescence; hits give low values | B-score at 10 µM | 340,000 compounds, 0.84% hits;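 active means B-score under library mean minus 4 SD, starting fluorescence ratio at most library mean plus 5 SD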;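 further: more negative B-score means stronger inhibition of thallium flux through KCNK3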
KCNQ1 act: potentiators or activators of human KCNQ1 potassium channel; 310,000 compounds, 0.35% hits; B-score at 10 µM; P51787; AID 2648; CHO-K1 KCNQ1, thallium flux FluxOR fluorescence; hits give high values;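 active means fluorescence ratio B-score, a plate-corrected score, at least three library SD, with initial intensity B-score within 5 SD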
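Test system: CHO-K1 cells stably expressing KCNQ1 / Medium: assay buffer / Also added: depolarizing K+/Tl+ stimulus, K2SO4 and Tl2SO4 each 12.5 mM in 5x stock / Incubation: 90 min dye loading and 20 min compound exposure, both at room temperature / Signal: thallium influx via FluxOR fluorescence, kinetic imaging / Evaluation: B score of baseline-normalized fluorescence ratio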
hERG rescue: compounds protecting human hERG from proarrhythmic drug block; 310,000 compounds, 0.51% hits; activation (rescue from dofetilide block), less the hit threshold, % at 10 µM; AID 1511; Q12809; CHO-hERG, FluxOR thallium flux, dofetilide IC70 present;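 active means activation above the mean of controls blocked by dofetilide plus 5 SD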;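 further: thallium influx through hERG after potassium depolarization seen as dye fluorescence rise; in these data hits start at about 4.7%; inactives centre near -7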
KCNK9 inh: blocks the human KCNK9 two-pore domain potassium channel. Q9NPC2. HEK293 KCNK9, FluxOR thallium flux fluorescence; hits give low values. B-score at 10 µM. 310,000 compounds, 1.2% hits;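 active means ratio B-score over 3 SD below the library mean, with starting fluorescence within 5 SD of its mean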;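 further: negative B-score means less thallium flux so channel inhibition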
Target sequence (Q9NPC2 whole entry, looked up, the tested form may be a part): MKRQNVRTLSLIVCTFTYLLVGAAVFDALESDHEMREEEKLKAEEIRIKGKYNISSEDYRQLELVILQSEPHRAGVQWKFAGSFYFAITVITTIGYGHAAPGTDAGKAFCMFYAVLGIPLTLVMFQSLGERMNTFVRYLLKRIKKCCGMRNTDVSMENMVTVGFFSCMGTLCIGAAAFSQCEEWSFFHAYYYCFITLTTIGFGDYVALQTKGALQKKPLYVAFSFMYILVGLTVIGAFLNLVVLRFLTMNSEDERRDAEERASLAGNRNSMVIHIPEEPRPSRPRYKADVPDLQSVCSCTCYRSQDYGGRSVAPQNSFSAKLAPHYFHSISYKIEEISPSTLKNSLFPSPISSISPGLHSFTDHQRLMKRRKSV
* = called active by the depositor. An excerpt, so the mix of outcomes need not match the whole.

`Cc1cc(C)cc(NC(=O)c2cccc(NC(=O)C3C4CC5OC(=O)C3C5C4)c2)c1` (stereo not given) gave KCNQ1 inh inactive, TRPC4 potent inactive, TRPC4 agonist inactive, PolyA inhibitor inactive, DYRK1A inh -1, Platelet DG rel 8, TRPC4 inh inactive, KCNK3 inh inactive, KCNQ1 act inactive, hERG rescue -4 and KCNK9 inh inactive.
For CC(C)(C)N(Cc1ccccc1)C(=O)CCc1ccccc1 the results were KCNQ1 inh inactive, TRPC4 potent inactive, TRPC4 agonist inactive, PolyA inhibitor inactive, DYRK1A inh -2, Platelet DG rel 15, TRPC4 inh inactive, KCNK3 inh inactive, KCNQ1 act inactive, hERG rescue -4 and KCNK9 inh inactive.
For CC(C)(C)c1nc(SCC(=O)Nc2ccc(N3CCOCC3)cc2)c2ccccc2n1 the results were KCNQ1 inh inactive, TRPC4 potent inactive, TRPC4 agonist inactive, PolyA inhibitor inactive, DYRK1A inh -5, Platelet DG rel -4, TRPC4 inh inactive, KCNK3 inh inactive, KCNQ1 act inactive, hERG rescue -5 and KCNK9 inh inactive.
For COCCNC(=O)c1ccc(CSCc2cccc(Cl)c2)o1 the results were KCNQ1 inh inactive, TRPC4 potent inactive, TRPC4 agonist inactive, PolyA inhibitor inactive, DYRK1A inh 3, Platelet DG rel 6, TRPC4 inh inactive, KCNK3 inh inactive, KCNQ1 act inactive, hERG rescue -4 and KCNK9 inh inactive.
For CCC(C)NC(=O)CN1C(=O)CC(C)(C)S(=O)(=O)c2ccccc21 (stereo not given) the results were KCNQ1 inh inactive, TRPC4 potent inactive, TRPC4 agonist inactive, PolyA inhibitor inactive, DYRK1A inh 8, Platelet DG rel -1, TRPC4 inh inactive, KCNK3 inh inactive, KCNQ1 act inactive, hERG rescue -7 and KCNK9 inh inactive.
Cc1cnc(CN(C)Cc2nc(Cc3cccc(C(F)(F)F)c3)no2)[nH]1 was read as KCNQ1 inh inactive, TRPC4 potent inactive, TRPC4 agonist inactive, PolyA inhibitor inactive, DYRK1A inh -5, Platelet DG rel -4, TRPC4 inh inactive, KCNK3 inh inactive, KCNQ1 act inactive, hERG rescue -8 and KCNK9 inh inactive.
For CCc1cccc(NC(=O)C2CCN(S(=O)(=O)c3ccc4c(c3)CC(C)N4C(C)=O)CC2)c1 (stereo not given) the results were KCNQ1 inh inactive, TRPC4 potent inactive, TRPC4 agonist inactive, PolyA inhibitor inactive, DYRK1A inh 2, Platelet DG rel -12, TRPC4 inh inactive, KCNK3 inh inactive, KCNQ1 act inactive, hERG rescue -15 and KCNK9 inh inactive.
CCN(CC)CCCn1c2c(c(SCC(=O)Nc3cc(C)on3)nc1=O)CCC2 was read as KCNQ1 inh inactive, TRPC4 potent inactive, TRPC4 agonist inactive, PolyA inhibitor inactive, Platelet DG rel -7, TRPC4 inh inactive, KCNK3 inh inactive, KCNQ1 act inactive, hERG rescue -12 and KCNK9 inh inactive.
Screening CCOc1ccc(NC(=O)CSc2nc3ccccc3c(=O)n2CCCC(=O)N2CCCC2)cc1 returned KCNQ1 inh inactive, TRPC4 potent inactive, TRPC4 agonist inactive, PolyA inhibitor inactive, DYRK1A inh -3, Platelet DG rel 3, TRPC4 inh inactive, KCNK3 inh inactive, KCNQ1 act inactive, hERG rescue -10 and KCNK9 inh inactive.
Screening Cc1[nH]nc(SCC(=O)NCC(C)C)c1[N+](=O)[O-] returned KCNQ1 inh inactive, TRPC4 potent inactive, TRPC4 agonist inactive, PolyA inhibitor inactive, DYRK1A inh -7, Platelet DG rel 2, TRPC4 inh inactive, KCNK3 inh inactive, KCNQ1 act inactive, hERG rescue -11 and KCNK9 inh inactive.
For Cc1c(C=O)c(C=O)c(C)n1Cc1ccccc1 the results were KCNQ1 inh inactive, TRPC4 potent inactive, TRPC4 agonist inactive, PolyA inhibitor inactive, DYRK1A inh -4, Platelet DG rel -2, TRPC4 inh inactive, KCNK3 inh inactive, KCNQ1 act inactive, hERG rescue -3 and KCNK9 inh inactive.
For Cc1ccc(NC(=O)N(CCC(=O)O)Cc2ccccc2)cc1 the results were KCNQ1 inh inactive, TRPC4 potent inactive, TRPC4 agonist inactive, PolyA inhibitor inactive, Platelet DG rel 5, TRPC4 inh inactive, KCNK3 inh inactive, KCNQ1 act inactive, hERG rescue -8 and KCNK9 inh inactive.
For COc1cc2c(c(OC)c1OC)C(=O)CC2 the results were KCNQ1 inh inactive, TRPC4 potent inactive, TRPC4 agonist inactive, PolyA inhibitor inactive, DYRK1A inh -1, Platelet DG rel -6, TRPC4 inh inactive, KCNK3 inh inactive, KCNQ1 act inactive, hERG rescue -1 and KCNK9 inh inactive.
Screening CC(=O)Oc1ccc(OC(C)=O)c(SCCCCCN2CCOCC2)c1 returned KCNQ1 inh inactive, TRPC4 potent inactive, TRPC4 agonist inactive, PolyA inhibitor inactive, DYRK1A inh 4, Platelet DG rel 1, TRPC4 inh inactive, KCNK3 inh inactive, KCNQ1 act inactive, hERG rescue -2 and KCNK9 inh inactive.
Screening C=CCOc1ccc(/C(O)=C2/C(=O)C(=O)N(CCN3CCOCC3)C2c2ccc(C)cc2)cc1 (stereo not given) returned KCNQ1 inh inactive, TRPC4 potent inactive, TRPC4 agonist inactive, PolyA inhibitor inactive, DYRK1A inh 2, Platelet DG rel 1, TRPC4 inh inactive, KCNK3 inh inactive, KCNQ1 act inactive, hERG rescue -12 and KCNK9 inh inactive.
`Cc1ccc(NC(=O)c2ccc(S(=O)(=O)NCc3ccco3)cc2)nc1` gave KCNQ1 inh inactive, TRPC4 potent inactive, TRPC4 agonist inactive, PolyA inhibitor inactive, Platelet DG rel -2, TRPC4 inh inactive, KCNK3 inh inactive, KCNQ1 act inactive, hERG rescue -14 and KCNK9 inh inactive.
`COc1cc(OC)cc(C(=O)Nc2cc(C)nn2-c2ccccc2)c1` gave KCNQ1 inh inactive, TRPC4 potent inactive, TRPC4 agonist inactive, PolyA inhibitor inactive, DYRK1A inh 3, Platelet DG rel 3, TRPC4 inh inactive, KCNK3 inh inactive, KCNQ1 act inactive, hERG rescue -8 and KCNK9 inh inactive.
`COc1ccc(Cc2nc3ccccc3n2CC(=O)N/N=C/c2ccccc2)cc1OC` gave KCNQ1 inh inactive, TRPC4 potent inactive, TRPC4 agonist inactive, PolyA inhibitor inactive, DYRK1A inh -6, Platelet DG rel -14, TRPC4 inh inactive, KCNK3 inh inactive, KCNQ1 act inactive, hERG rescue -4 and KCNK9 inh inactive.
Screening CN1CCCN(C(=O)C2CCC(C(=O)N3CCCN(C)CC3)CC2)CC1 (stereo not given) returned KCNQ1 inh inactive, TRPC4 potent inactive, TRPC4 agonist inactive, PolyA inhibitor inactive, DYRK1A inh -7, Platelet DG rel 5, TRPC4 inh inactive, KCNK3 inh inactive, KCNQ1 act inactive, hERG rescue -4 and KCNK9 inh inactive.
Screening O=C(CCSCc1ccc(Cl)cc1)NCc1cccs1 returned KCNQ1 inh inactive, TRPC4 potent inactive, TRPC4 agonist inactive, PolyA inhibitor inactive, DYRK1A inh 1, Platelet DG rel 1, TRPC4 inh inactive, KCNK3 inh inactive, KCNQ1 act inactive, hERG rescue -11 and KCNK9 inh inactive.
Screening O=C(c1ccc2c(=O)n3c(nc2c1)CCCCC3)N1CCN(C(c2ccccc2)c2ccccc2)CC1 returned KCNQ1 inh inactive, TRPC4 potent inactive, TRPC4 agonist inactive, PolyA inhibitor inactive, DYRK1A inh -5, Platelet DG rel 0, TRPC4 inh inactive, KCNK3 inh inactive, KCNQ1 act inactive, hERG rescue -9 and KCNK9 inh inactive.
For O=C(COc1ccccc1)N=C1SC2CS(=O)(=O)CC2N1c1ccc(F)cc1 (stereo not given) the results were KCNQ1 inh inactive, TRPC4 potent inactive, TRPC4 agonist inactive, PolyA inhibitor inactive, DYRK1A inh 0, Platelet DG rel 3, TRPC4 inh inactive, KCNK3 inh inactive, KCNQ1 act inactive, hERG rescue -5 and KCNK9 inh inactive.
Screening Cn1c(=O)[nH]c(=O)c2c1nc(SCC(N)=O)n2Cc1cccc(Br)c1 returned KCNQ1 inh inactive, TRPC4 potent inactive, TRPC4 agonist inactive, PolyA inhibitor inactive, DYRK1A inh -1, Platelet DG rel -9, TRPC4 inh inactive, KCNK3 inh inactive, KCNQ1 act inactive, hERG rescue -4 and KCNK9 inh inactive.
Screening COc1ccc(-c2csc3ncnc(N4CCN(c5ccccc5O)CC4)c23)cc1 returned KCNQ1 inh 8*, TRPC4 potent inactive, TRPC4 agonist inactive, PolyA inhibitor inactive, DYRK1A inh -1, Platelet DG rel 8, TRPC4 inh inactive, KCNK3 inh inactive, KCNQ1 act inactive, hERG rescue -9 and KCNK9 inh inactive.
`S=C(c1ccc(N2CCCC2)c(Br)c1)N1CCCCC1` gave KCNQ1 inh inactive, TRPC4 potent inactive, TRPC4 agonist inactive, PolyA inhibitor inactive, DYRK1A inh -14, Platelet DG rel -1, TRPC4 inh inactive, KCNK3 inh inactive, KCNQ1 act inactive, hERG rescue -14 and KCNK9 inh inactive.
CC(C(=O)NCC1CCCO1)N1C(=O)C2C3CC(C(Br)C3Br)C2C1=O (stereo not given) was read as KCNQ1 inh inactive, TRPC4 potent inactive, TRPC4 agonist inactive, PolyA inhibitor inactive, Platelet DG rel 5, TRPC4 inh inactive, KCNK3 inh inactive, KCNQ1 act inactive, hERG rescue -7 and KCNK9 inh inactive.
For CCN(CC)S(=O)(=O)c1cccc(-c2nnc(SCC#N)n2Cc2ccccc2)c1 the results were KCNQ1 inh inactive, TRPC4 potent inactive, TRPC4 agonist inactive, PolyA inhibitor inactive, DYRK1A inh -4, Platelet DG rel -2, TRPC4 inh inactive, KCNK3 inh inactive, KCNQ1 act inactive, hERG rescue -10 and KCNK9 inh inactive.

2 records drawn at random from the list so far, as already listed:
CC(C(=O)NCC1CCCO1)N1C(=O)C2C3CC(C(Br)C3Br)C2C1=O (stereo not given) was read as KCNQ1 inh inactive, TRPC4 potent inactive, TRPC4 agonist inactive, PolyA inhibitor inactive, Platelet DG rel 5, TRPC4 inh inactive, KCNK3 inh inactive, KCNQ1 act inactive, hERG rescue -7 and KCNK9 inh inactive.
`S=C(c1ccc(N2CCCC2)c(Br)c1)N1CCCCC1` gave KCNQ1 inh inactive, TRPC4 potent inactive, TRPC4 agonist inactive, PolyA inhibitor inactive, DYRK1A inh -14, Platelet DG rel -1, TRPC4 inh inactive, KCNK3 inh inactive, KCNQ1 act inactive, hERG rescue -14 and KCNK9 inh inactive.
